Bioassay records from PubChem.
TEAD-YAP inh = TEAD-YAP interaction inhibition, primary screen, TEAD-YAP interaction inhibitor project, luminescence, HEK-TIYL cells; TEAD-Gal4/YAP UAS-luciferase luminescence; inhibition, % at 9.12 µM; hit rate 1.4% among 640,000; AID 1259422, 2018; in the data active = inhibition above about 32%;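 note: 0% = median of test compound wells and 100% = reference inhibitor wells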
GPR151 ag = activators of human GPR151, primary screen, cell-based, PathHunter beta-arrestin, luminescence; hit rate 1% among 650,000; activation, % at 11.2 µM; G-protein coupled receptor 151 (Homo sapiens), Q8TDV0; PathHunter beta-arrestin GPR151 cells; AID 1508602, 2020; in the data active = activation above about 4.9%;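 note: 0% = median of compound wells and 100% = cells with positive control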
Target sequence (Q8TDV0 whole entry, looked up): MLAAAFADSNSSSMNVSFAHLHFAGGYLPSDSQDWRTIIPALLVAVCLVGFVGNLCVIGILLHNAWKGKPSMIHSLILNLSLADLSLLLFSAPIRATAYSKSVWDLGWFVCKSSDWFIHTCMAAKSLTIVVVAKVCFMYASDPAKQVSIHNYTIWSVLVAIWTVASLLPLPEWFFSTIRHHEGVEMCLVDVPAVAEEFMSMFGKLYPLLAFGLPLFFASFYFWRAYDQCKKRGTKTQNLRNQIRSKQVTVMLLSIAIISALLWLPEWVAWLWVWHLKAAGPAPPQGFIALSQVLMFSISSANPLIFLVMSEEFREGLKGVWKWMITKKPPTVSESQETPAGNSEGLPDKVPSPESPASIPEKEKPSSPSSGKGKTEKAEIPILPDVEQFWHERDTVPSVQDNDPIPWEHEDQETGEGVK
MITF primary = MITF inhibitors, primary screen, biochemical, AlphaScreen, human. inhibition, % at 2.6 µM. Microphthalmia-associated transcription factor (Homo sapiens), O75030. hit rate 0.91% among 650,000. AlphaScreen MITF homodimerization, bead proximity signal; in the data active = inhibition above about 50%;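 note: 0% = vehicle wells with protein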
Target sequence (O75030 whole entry, looked up): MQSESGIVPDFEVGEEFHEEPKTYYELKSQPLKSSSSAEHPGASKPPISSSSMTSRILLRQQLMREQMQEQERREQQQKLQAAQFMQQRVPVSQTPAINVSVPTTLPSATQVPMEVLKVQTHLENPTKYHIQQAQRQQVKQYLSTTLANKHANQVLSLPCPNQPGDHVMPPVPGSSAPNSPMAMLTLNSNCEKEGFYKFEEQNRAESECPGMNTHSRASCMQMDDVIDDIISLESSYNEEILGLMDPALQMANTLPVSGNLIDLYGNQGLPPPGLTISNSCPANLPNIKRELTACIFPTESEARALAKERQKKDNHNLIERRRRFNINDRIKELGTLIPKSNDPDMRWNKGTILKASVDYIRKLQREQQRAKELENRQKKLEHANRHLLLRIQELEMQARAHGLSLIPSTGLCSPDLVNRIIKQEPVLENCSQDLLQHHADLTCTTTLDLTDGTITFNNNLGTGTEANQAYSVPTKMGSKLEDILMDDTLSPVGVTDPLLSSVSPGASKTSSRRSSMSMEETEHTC
FBW7 activator = FBW7 E3 ligase activators, primary screen, biochemical, AlphaScreen, human. AID 1259310, 2017. F-box/WD repeat-containing protein 7 (Homo sapiens), Q969H0. normalized activity (activation), % at 26.1 µM. AlphaScreen FBW7–phospho-cyclin E peptide binding, activator screen. hit rate 0.13% among 650,000; in the data active = normalized activity above about 1.9%;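 note: purified mutant Fbw7 with reduced substrate affinity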
* hit, by the source's call; . = not tested or not shown.

SMILES	TEAD-YAP inh	GPR151 ag	MITF primary	FBW7 activator
COc1ccc(S(=O)(=O)N(CCc2ccccc2)CC(=O)Nc2ccc(C)cc2C)cc1	2	2.5	-5	-0.2
O=C1[C@@H]2CCCN2C(=O)[C@H]2CN(Cc3ccsc3)CCN12	13	-1.1	15	0.2
COc1ccccc1Cn1c(SCC(=O)N2CCCC2)nc2ccccc2c1=O	5	-1.3	3	0.0
CC1=C(C(=O)OC2CCCCC2)C(c2cccc(Cl)c2Cl)C2=C(CC(C)(C)CC2=O)N1 (stereo not given)	-15	1.4	10	-1.1
CCOC(=O)c1sc(NC(=O)CSc2nnc(CNC(=O)c3cccc(OC)c3)n2-c2ccccc2OC)c(C(=O)OCC)c1C	0	-0.6	0	0.0
O=C(NCc1ccccc1)C1CCN(C(=O)NC2CCCCC2)CC1	-8	-1.0	9	0.0
O=C(CSc1nccc(=O)[nH]1)Nc1ccc(Br)cc1	-8	-0.5	-2	0.1
CC1CCN(S(=O)(=O)c2ccc(NC(=O)C(F)(F)F)cc2)CC1	-21	-0.5	-7	-0.1
O=C(Cc1ccccc1[N+](=O)[O-])N1CCOCC1	-6	1.0	7	0.1
Cc1ccc(S(=O)(=O)N(C(=O)NC(=O)Nc2ccccc2)c2ccc(Cl)cc2)cc1	-14	-0.5	5	0.1

Three entries from above, with two lines to a compound:
Below each SMILES – TEAD-YAP inh | GPR151 ag | MITF primary | FBW7 activator
Cc1ccc(S(=O)(=O)N(C(=O)NC(=O)Nc2ccccc2)c2ccc(Cl)cc2)cc1
→ -14 | -0.5 | 5 | 0.1
O=C(CSc1nccc(=O)[nH]1)Nc1ccc(Br)cc1
→ -8 | -0.5 | -2 | 0.1
O=C(Cc1ccccc1[N+](=O)[O-])N1CCOCC1
→ -6 | 1.0 | 7 | 0.1

Next section:
SMILES	TEAD-YAP inh	GPR151 ag	MITF primary	FBW7 activator
COc1ccc(C2=N/C(=C\c3cccc(Cl)c3Cl)C(=O)O2)cc1[N+](=O)[O-]	4	2.1	8	-0.1
Cc1ncn(-c2ccc(Nc3cc(-c4cn(Cc5ccccc5)nc4-c4ccc(F)cc4)ccn3)cc2)n1	-9	2.0	5	0.0
COc1ccc(C2CC(c3cccs3)=NN2C(=O)CSc2nnc(CNC(=O)Cc3ccccc3)n2-c2cccc(C)c2)cc1 (stereo not given)	6	-0.3	6	-0.1
O=C(NCc1cccs1)c1ccc(OCC(F)(F)F)cc1	-31	-0.8	-10	-0.1
Cc1cc(NC2CCN(Cc3ccccc3)CC2)nc(-c2cccc(N)c2)n1	1	-2.6	19	0.2
Cc1ccc(OCCNC(=O)c2cc(=O)c3ccccc3o2)cc1C	-1	0.6	11	0.1
O=C(N/N=C/c1sc(=O)[nH]c1-[n+]1ccc(-c2ccncc2)cc1)c1ccccc1	-8	4.3	12	0.1
CN(CCO)Cc1ccc(C(=O)NCc2ccccc2C(F)(F)F)c(=O)[nH]1	-6	2.6	2	0.0
C/C(CC(=O)NCc1cccnc1)=N/NC(=O)C(=O)Nc1ccc(C)cc1	9	1.4	10	-0.1
Cc1ccc(/C(O)=C2\C(=O)C(=O)N(CCOCCO)C2c2cccnc2)cc1 (stereo not given)	-5	-0.4	-2	-0.1
CCOC(=O)c1cc2c(c(CSc3nc4cc(C(=O)NCc5ccco5)ccc4c(=O)n3Cc3ccco3)c1)OCOC2	-11	4.0	10	0.1
C=CCN(c1ccccc1)S(=O)(=O)c1ccc2[nH]cc(C(=O)NCC3CCCO3)c(=O)c2c1 (stereo not given)	9	-1.2	23	0.1
COc1cc(C2C(C#N)=C(N)Oc3n[nH]c(-c4ccc(Br)cc4)c32)cc(OC)c1O (stereo not given)	-10	0.2	-13	-0.7
C=CCn1c(Cc2csc(N)n2)nnc1SCC(=O)OCC	6	2.9	18	-0.6
O=C(O)C1CCN(Cc2ccccn2)CC1	0	0.6	-5	-0.2
CC(=O)c1cccc(NC(=O)NNC(=O)CSCc2ccc(Cl)cc2Cl)c1	-2	0.8	-11	-0.2
C#C[C@]1(O)CCC2C3CCC4=C(CCC(=O)C4)C3CC[C@@]21C (stereo not given in full)	3	-1.2	6	-0.1
CC1CC(C)CN(S(=O)(=O)c2ccc(C(=O)Nc3ccc(-c4nc5ccccc5[nH]4)cc3)cc2)C1 (stereo not given)	0	0.1	-13	0.1
O=C(Cc1ccccc1)NCC(=O)OC(c1ccccc1)c1ccccc1	7	0.1	9	0.0
Cn1cc(/C=C/C(=O)N2CCCC(CO)(Cc3ccccc3)C2)cn1 (stereo not given)	-39	-0.1	8	0.1

The final two records of the section before open the next one:
SMILES	TEAD-YAP inh	GPR151 ag	MITF primary	FBW7 activator
O=C(Cc1ccccc1)NCC(=O)OC(c1ccccc1)c1ccccc1	7	0.1	9	0.0
Cn1cc(/C=C/C(=O)N2CCCC(CO)(Cc3ccccc3)C2)cn1 (stereo not given)	-39	-0.1	8	0.1
CCCCN1C(=O)NC(=O)/C(=C\c2ccc(O)c(O)c2)C1=O	-1	-0.7	-9	-0.1
CC(C)C1C(C#N)=C(N)Oc2n[nH]c(-c3ccc4ccccc4c3)c21 (stereo not given)	23	1.4	-6	-0.2
CC1CCCN(c2nc(-c3ccc([N+](=O)[O-])cc3)nc3ccccc23)C1 (stereo not given)	-11	0.2	-2	0.0
CCc1ccc(C2C(C#N)=C(N)OC3=C2C(=O)CC(C)(C)C3)cc1 (stereo not given)	5	0.1	-3	-0.1
COc1ccc(OC)c(C(=O)CSc2nnc(-c3cccnc3)o2)c1	-10	0.0	-3	-0.1
Cc1c(Br)cc2nc(-c3ccc(F)cc3)c(-c3ccc(F)cc3)nc2c1C	6	2.1	-10	-0.1
CCc1ccccc1NC(=O)C1CSC2(CCN(C)CC2)N1C(C)=O (stereo not given)	7	0.5	2	0.7
Cc1cc(C)n(CC2CCN(C(=O)c3c(F)cccc3Cl)CC2)n1	6	-0.4	5	0.0
Oc1cc(N2CCOCC2)c2ccccc2c1Cl	-16	-0.8	-8	-0.1
Cc1ccc2c(c1)-c1onc(C(=O)N3CCc4ccccc4C3)c1CO2	-8	1.9	-1	-0.2
COc1ccc(/C=N/NC(=O)c2cccc(Cl)c2)c(C(=O)O)c1OC	-30	-1.1	6	0.0
O=C(N/N=C\c1ccco1)c1ccncc1	4	-0.8	12	0.8
O=C(NNC(=O)c1cc2ccccc2oc1=O)c1ccccc1	-14	-1.0	0	0.0
CCCCC(C)(C)[C@H](O)/C=C/[C@H]1C(=O)C[C@H](O)[C@@H]1C/C=C\CCCC(=O)O	.	-0.2	-9	.
Cc1ccc(-n2c(=O)c3sccc3n(CC(=O)N3CCC(C)CC3)c2=O)cc1	10	0.1	0	0.0
CCC(C)NC(=O)c1sc2ncn(CC(=O)N3CCC(C)CC3)c(=O)c2c1C (stereo not given)	2	-0.3	-2	0.0
COc1cc(/C=c2\sc3nc(-c4ccccc4)nn3c2=O)cc(OC)c1OC	6	4.0	2	0.3
O=C(CNC(=O)c1ccccc1)N/N=C/c1ccccc1[N+](=O)[O-]	-12	1.0	-7	-0.1
COc1cc(SC)ccc1C(=O)NCc1ccccc1Cl	-7	-0.8	17	-0.2
Cc1ccc(F)cc1C(=O)N1CCC2(CC1)OCc1ccccc1O2	-6	0.4	-8	0.1

Ordered by formula weight (descending): some entries from above
SMILES	TEAD-YAP inh	GPR151 ag	MITF primary	FBW7 activator
COc1cc(/C=c2\sc3nc(-c4ccccc4)nn3c2=O)cc(OC)c1OC	6	4.0	2	0.3
Cc1ccc(F)cc1C(=O)N1CCC2(CC1)OCc1ccccc1O2	-6	0.4	-8	0.1
O=C(CNC(=O)c1ccccc1)N/N=C/c1ccccc1[N+](=O)[O-]	-12	1.0	-7	-0.1
O=C(N/N=C\c1ccco1)c1ccncc1	4	-0.8	12	0.8

Later entries.
SMILES	TEAD-YAP inh	GPR151 ag	MITF primary	FBW7 activator
CCCN1CCc2c(sc(NC(=O)Cc3ccc(C)cc3C)c2C(=O)OC)C1	-4	0.2	34	0.5
CCOc1ccc2nc(NC(=O)CCS(=O)(=O)c3ccccc3)sc2c1	-8	1.0	-4	0.5
CCN1CCCC1CNC(=O)CCc1nnc(CCc2ccccc2OC)o1 (stereo not given)	4	1.0	-6	-0.1
CC(=O)c1ccc(Oc2ccc(C(C)=O)cc2)cc1	-66	-0.1	16	0.2
CCOC(=O)c1c(NC(=O)COc2ccc(Cl)cc2)sc(C(=O)Nc2ccccc2OC)c1C	-11	-0.3	4	0.1
O=C(Cc1cccs1)NC1CC(=O)N(c2cccc(F)c2)C1 (stereo not given)	-4	1.1	16	0.3
CC(C)Cc1cc2c(c(N)n1)c(=O)oc1ccc3ccccc3c12	1	-0.5	3	0.0
O=C(Nc1ccc(-n2cnnn2)cc1)C1CCN(Cc2cccc3cnccc23)CC1	-14	0.2	-8	-0.1
CS(=O)(=O)N1CCN(c2nnnn2-c2ccccc2)CC1	1	-1.2	4	0.0
COCCCNC(=O)c1cc(S(=O)(=O)N2CC(C)CC(C)C2)ccc1Sc1ccc(Br)cc1 (stereo not given)	0	0.3	-1	-0.1
Cc1[nH]c2ccccc2c1SCC(=O)Nc1ccccc1	-13	1.9	9	0.1
COc1cn(CC(=O)NCc2ccc(F)cc2)c(CN2CCOCC2)cc1=O	-2	0.0	7	0.1
Cc1ccccc1C1C(C#N)=C2NC(=O)c3c(sc4c3CCCCC4)N2C2=C1C(=O)CC(C)(C)C2 (stereo not given)	1	0.5	-8	-0.3
COc1cc(NC(=O)COc2ccc(Cl)cc2)ccc1NC(=O)c1cccs1	-4	0.5	1	-0.2
COc1ccc(CNn2c(-c3ccc(F)cc3)nc3ccccc3c2=O)cc1	-1	2.5	-5	-0.1
CC(=O)c1cccc(-c2cccc(C(=O)NCc3cccnc3)c2)c1	0	1.1	8	0.1
COc1ncnc2sc3c(c12)CCC3	1	4.6	-1	0.3
CCOC(=O)c1scc2c1OCCO2	-7	0.4	-9	0.0
O=C(Cn1c(-c2ccccc2F)nc2ccccc2c1=O)Nc1ccc(F)cc1F	-3	0.1	-4	0.0
C=CCN(c1ccc(C(=O)NCc2ccccn2)cc1)S(C)(=O)=O	-8	0.7	-3	-0.2
COc1ccc(C(CC(=O)NCc2cccnc2)NS(=O)(=O)c2ccc(OC)cc2)cc1 (stereo not given)	4	0.5	2	0.0
CN(C)c1ccc(/C=C(\C#N)C(=O)N2CCc3ccccc3C2)cc1	-2	-0.7	14	0.5
CCN(CC(=O)Nc1ccccc1C(F)(F)F)S(=O)(=O)c1ccc2ccccc2c1	1	0.5	-8	-0.1
O=c1ccc(OCc2ccccc2)nn1-c1ccccc1	2	0.1	-3	0.0
CCN(CC)C(=O)c1ccc(S(=O)(=O)c2ccc(Br)cc2)c([N+](=O)[O-])c1	49*	-1.5	11	0.2
COc1ccc(C(=O)N2CCN(Cc3cccnc3)CC2)cc1OC	7	-1.4	78*	-0.1
Cc1cc(C)n2nc(C(=O)NCc3ccco3)cc2n1	-2	2.7	15	0.8
O=S(=O)(/C=C/c1ccccc1)N1CCN(CCc2ccncc2)CC1	3	1.7	4	0.0
COc1cc(C(=O)Nc2ccc3c(c2)CN(C(=O)C2CC2)CC3)cc(OC)c1OC	5	4.7	3	0.0
Cc1ccsc1CN1CCN(c2ncccn2)CC1	3	-0.2	22	-0.1
COCCCNC(=O)CC(NS(=O)(=O)c1ccc(F)cc1)c1cccc(OC)c1OC (stereo not given)	6	2.4	0	-0.1
CCC(C)(C)NS(=O)(=O)c1ccc(Cl)cc1F	-4	-1.2	-16	-0.3
COc1ccc(CCNC(=O)C2C3C=CC(C4CC34)C2C(=O)O)cc1OC (stereo not given)	-5	1.0	0	-0.1
COc1ccc(-c2cnc(SCC(=O)Nc3ccccc3)[nH]2)cc1	-38	0.3	2	0.1
O=[N+]([O-])c1cccc(/C=N/Nc2nc3ccc(Cl)cc3[nH]2)c1O	6	1.1	13	-0.1
CCOC(=O)c1c(NC(=O)C(C)Sc2nnc(CNC(=O)c3cccc(F)c3)n2-c2ccc(F)cc2)sc2c1CCC2 (stereo not given)	2	0.8	5	0.0
